VHR inh color: VHR1 phosphatase inhibitors, primary screen, biochemical, colorimetric, HTS. Dual specificity protein phosphatase 3 (Homo sapiens), P51452. inhibition, % at 20 µM. recombinant VHR phosphatase, colorimetric substrate read-out. hit rate 0.7% among 50,000; in the data active = inhibition above about 60%; note: some results filed as inactive read as strong as hits
Target sequence (P51452 whole entry, looked up): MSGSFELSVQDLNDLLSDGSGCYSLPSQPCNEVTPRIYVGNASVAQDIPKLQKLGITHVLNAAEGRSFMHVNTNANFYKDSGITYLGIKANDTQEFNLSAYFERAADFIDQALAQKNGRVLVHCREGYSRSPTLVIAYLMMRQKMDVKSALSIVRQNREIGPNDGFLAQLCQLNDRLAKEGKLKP
* marks the source's active call; other numbers are inactive results.

`COc1ccc(N(CC(=O)Nc2ccccc2Br)S(=O)(=O)c2ccc(C)cc2)c(OC)c1` gave VHR inh color -5.
O=c1/c(=C\c2ccccc2)sc2nc(-c3ccc(Cl)cc3Cl)nn12 was read as VHR inh color -4.
O=C(O)c1cccc(N2C(=O)c3ccc(Oc4cccc([N+](=O)[O-])c4)cc3C2=O)c1 was read as VHR inh color -10.
Screening CCOC(=O)c1c(NC(=O)c2ccc(OC)c(OC)c2)sc(C(=O)Nc2ccc(C)cc2C)c1C returned VHR inh color -19.
COc1cc(OC)cc(C(=O)Nc2ccc3oc(-c4ccccc4F)nc3c2)c1 was read as VHR inh color -10.
For CCOC(=O)c1c(C)[nH]c(N=Nc2cccc([N+](=O)[O-])c2)c1C the results were VHR inh color -3.
COc1ccc(C2CC(=O)C3=C(C2)Nc2ccccc2NC3c2ccc(NC(C)=O)cc2)cc1 (stereo unspecified) was read as VHR inh color -3.
For CCC(Oc1ccccc1)C(=O)Nc1nc2ccc(C)cc2s1 (stereo unspecified) the results were VHR inh color -27.
CC(C)=C1C2C=CC1C1C(=O)N(c3ccc(Br)cc3[N+](=O)[O-])C(=O)C21 (stereo unspecified) was read as VHR inh color 8.
CCN(CC)CCN1C(=O)C(O)=C(C(=O)/C=C/c2ccccc2)C1c1ccc(O)c(OC)c1 (stereo unspecified) was read as VHR inh color 16.
`Cc1ccc(NC(=O)c2c(NC(=O)C(F)(F)F)sc(-c3ccccc3)c2C)c(C)c1` gave VHR inh color -1.
COc1ccccc1C(=O)NC(=S)Nc1ccccc1 was read as VHR inh color 6.
CCOc1cccc(-c2cc(C(=O)N3CC(C)CC(C)C3)c3ccccc3n2)c1 (stereo unspecified) was read as VHR inh color 53.
For CCc1ccc(S(=O)(=O)Nc2ccc(OC(=O)c3ccc(C)cc3)cc2)cc1 the results were VHR inh color 13.
`Cc1ccc(C(=O)Nc2ccc(Cl)cc2)o1` gave VHR inh color -6.
`O=c1[nH]c(O)c(C=NCc2ccccc2)c(=O)[nH]1` gave VHR inh color -3.
For CCOC(=O)C(C)Oc1ccc2c(=O)c(Oc3ccc(OC)cc3)coc2c1 (stereo unspecified) the results were VHR inh color -9.
For O=C(CSc1nnc(-c2ccco2)o1)c1ccccc1 the results were VHR inh color -2.
COc1cccc(NC(=O)COc2ccc(C(C)(C)C)cc2)c1 was read as VHR inh color -20.
For CC1=C(C(=O)Nc2ccccc2C)C(c2ccc(C)cc2)NC(=S)N1 (stereo unspecified) the results were VHR inh color -10.
For Cc1cc(C)nc(NS(=O)(=O)c2ccc(NC(=O)c3ccc(S(=O)(=O)N4CCOCC4)cc3)cc2)n1 the results were VHR inh color 14.
C=CCc1c(C)nc2c(C)c(-c3ccc(C)cc3)[nH]n2c1=O was read as VHR inh color -4.
`CCCC(=O)Nc1ccc2nn(-c3ccc(C)c(Cl)c3)nc2c1` gave VHR inh color -11.
For O=C(CCCN1C(=O)c2cccc3cccc(c23)C1=O)NCc1ccco1 the results were VHR inh color -19.
For O=c1cnnc(N/N=C/c2ccccc2Br)[nH]1 the results were VHR inh color 4.
`O=C(COc1ccc(Br)cc1)Nc1ccc(Cl)cn1` gave VHR inh color -2.
Screening CCCCc1c(C)nc(N/N=C(\C)c2cccc([N+](=O)[O-])c2)[nH]c1=O returned VHR inh color -30.
COc1cccc(Nc2cc(=O)n(-c3ccccc3)c3ccccc23)c1 was read as VHR inh color 12.
Screening COc1ccc2c(c1OC)C(=O)N(c1ccc(Cl)c(Cl)c1)C2=O returned VHR inh color -7.
`COc1ccccc1N1CCN(C(=O)c2ccc(N(C)C)cc2)CC1` gave VHR inh color -31.
COc1cc(C(=O)NCc2ccc(C)cc2)c([N+](=O)[O-])cc1OC was read as VHR inh color -15.
For Cc1ccc(C=Nc2ccc(F)cc2)o1 the results were VHR inh color 97.
Screening O=C(N/N=C/c1c(F)cccc1Cl)c1ccc(Br)cc1 returned VHR inh color -9.
`Cc1ccc(C(=O)N/C(=C/c2cccs2)C(=O)NN)cc1` gave VHR inh color 13.
Screening CCOC(=O)c1sc(NC(=O)c2ccccc2[N+](=O)[O-])nc1C returned VHR inh color -4.
`NNC(=O)c1cc(-c2ccc3ccccc3c2)n[nH]1` gave VHR inh color 18.
COc1ccc(OC)c(/C=C2/C(=O)NC(=O)N(c3ccc(C(C)C)cc3)C2=O)c1 was read as VHR inh color 41.
Screening O=C(Nc1ccccc1Cl)c1cccc(F)c1 returned VHR inh color -1.
Screening COc1c(Cl)cc(C(=O)Nc2ccc3oc(-c4ccccc4)nc3c2)cc1Cl returned VHR inh color -21.
For O=C1C2C3C=CC(C3)C2C(=O)N1/N=C/c1ccc(I)o1 (stereo unspecified) the results were VHR inh color 12.
Screening O=C1N=c2ccc(Br)cc2=C1c1sc(=S)n(NC(=O)c2ccccc2Cl)c1O returned VHR inh color -10.
For COc1ccc(OC)c(/C=N\Nc2cc(C)c3ccccc3n2)c1 the results were VHR inh color -13.
CC(/C=C/c1ccc2c(c1)OCO2)=N/NC(=O)COc1ccc(C)cc1 was read as VHR inh color -12.
Screening O=C(c1ccc(Cl)c([N+](=O)[O-])c1)N1CCC(Cc2ccccc2)CC1 returned VHR inh color -22.
O=C(c1ccc([N+](=O)[O-])cc1)N1CCN(Cc2cccc(Cl)c2)CC1 was read as VHR inh color 13.
Screening O=C(O)CN(c1ccc(Cl)cc1)S(=O)(=O)c1ccccc1 returned VHR inh color -10.
For Cc1cccc(C(=O)N2c3ccc([N+](=O)[O-])cc3-c3c(ssc3=S)C2(C)C)c1 the results were VHR inh color -27.
For COc1cccc(/C=C2\C(=O)NN(c3ccccc3)C2=O)c1O the results were VHR inh color -75.
For Cc1ccc(-n2c(C)nc(N)c2C(=O)c2ccccc2)cc1 the results were VHR inh color -8.
CC(C)(C)c1ccc(C(=O)Nc2cccc(Br)c2)cc1 was read as VHR inh color -33.
C=CCc1ccccc1OCCOc1c(Cl)cc(/C=N/n2cnnc2)cc1OCC was read as VHR inh color -6.
COc1cc(CN2CCN(S(=O)(=O)c3ccc(Cl)cc3)CC2)cc(OC)c1O was read as VHR inh color 1.
Screening COC(=O)Cn1cc(/C=C2\C(=O)NC(=O)N(c3cc(C)cc(C)c3)C2=O)c2ccccc21 returned VHR inh color -6.
CCCCc1nnc(NC(=O)CCc2ccccc2)s1 was read as VHR inh color 6.
`CCOc1cccc(C(=O)Nc2nc(-c3ccc(CC)cc3)cs2)c1` gave VHR inh color -2.
For Cc1ccc2nc(-c3ccc(OC(=O)c4ccccc4F)cc3)sc2c1 the results were VHR inh color -4.
For Cc1cc(C)nc(NN2C(=O)/C(=C/c3ccc(O)cc3)SC2=S)n1 the results were VHR inh color 46.
For Cc1ccc(OCCOc2ccc(Br)cc2C=C2C(=O)NC(=S)NC2=O)cc1 the results were VHR inh color 12.
Cc1c(NC2=C(Cl)C(=O)c3c(Cl)c(Cl)c(Cl)c(Cl)c32)c(=O)n(-c2ccccc2)n1C was read as VHR inh color 13.
CCCOC(=O)c1ccc(NS(=O)(=O)Cc2ccccc2)cc1 was read as VHR inh color -16.
Screening CCc1ccc2oc(-c3cccc(NC(=O)c4ccccc4C)c3)nc2c1 returned VHR inh color 4.
For Cc1ccc(-c2ncnn2-c2cccc(Cl)c2C)cc1 the results were VHR inh color 5.
`CC(C)(C)c1ccc(C(=O)NNC(=O)c2ccco2)cc1` gave VHR inh color 7.
O=C(/C=C/c1cccs1)N1CCN(c2ccccc2)CC1 was read as VHR inh color -1.
CC1=C(C(=O)OC(C)C)C(c2ccsc2)NC(=O)N1C (stereo unspecified) was read as VHR inh color 12.
Cc1ccc([N+](=O)[O-])cc1/C=C1/C=C(c2ccccc2)OC1=O was read as VHR inh color 96*.
For CCOC(=O)c1c(NC(=O)c2ccc([N+](=O)[O-])cc2Cl)sc2c1CCC2 the results were VHR inh color 109.
Screening Cc1c(Cl)cccc1-c1ccc(/C=N/N=C2\NC(=O)CS2)o1 returned VHR inh color 2.
`Cn1ccnc1C(O)c1cc(C(C)(C)C)c(O)c(C(C)(C)C)c1` (stereo unspecified) gave VHR inh color -12.
Screening O=C(Nc1ccc2c(c1)OCO2)c1cnn2c1NC(c1cccs1)CC2C(F)(F)F (stereo unspecified) returned VHR inh color 6.

Random excerpt: two records from the list, in no set order.
`Cn1ccnc1C(O)c1cc(C(C)(C)C)c(O)c(C(C)(C)C)c1` (stereo unspecified) gave VHR inh color -12.
CC1=C(C(=O)OC(C)C)C(c2ccsc2)NC(=O)N1C (stereo unspecified) was read as VHR inh color 12.

Continuation.
CC(C)c1ccc(-n2c(O)c(/C=C3\C=Nc4ccccc43)c(=O)[nH]c2=O)cc1 was read as VHR inh color 24.
For O=C(N/N=C/c1ccc(F)cc1)c1cc(C2CC2)[nH]n1 the results were VHR inh color 15.
O=c1c2c3c(sc2[nH]c(=S)n1-c1ccccc1)CCC3 was read as VHR inh color -32.
`O=C(NCCSCc1cccc(Cl)c1)c1c(Cl)cccc1Cl` gave VHR inh color -10.
CCOC(=O)C1=C(N)Oc2ccc3ccccc3c2C1c1ccc(Cl)cc1 (stereo unspecified) was read as VHR inh color 1.
CCOC(=O)Nc1cc([N+](=O)[O-])ccc1Cl was read as VHR inh color -3.
For CC(=O)Nc1ccc(-c2nc3ccc(C)cc3s2)cc1 the results were VHR inh color -2.
Screening Cc1ccc(NCCC(=O)c2ccc(Br)cc2)cc1C returned VHR inh color -8.
For Cc1cccc(NCN2C(=O)CSC2=O)c1 the results were VHR inh color -8.
CCCS(=O)(=O)c1c(S(=O)(=O)CCC)c2c(C)cccn2c1C(N)=O was read as VHR inh color 9.
O=C(Nc1ccc2oc(-c3ccc(I)cc3)nc2c1)c1ccc2c(c1)OCCO2 was read as VHR inh color -3.
NS(=O)(=O)c1ccc(CCNC(=S)Nc2ccccc2)cc1 was read as VHR inh color -22.
`CCOC(=O)c1c(NC(=S)NC(=O)c2ccc(F)cc2)sc2c1CCCCC2` gave VHR inh color 8.
COc1cc(/C=C2/SC(=S)N(CCC(=O)Nc3nnc(C)s3)C2=O)cc(OC)c1OC was read as VHR inh color -7.
`CCCC1C(=O)NC(=S)N(c2ccccc2)C1=O` (stereo unspecified) gave VHR inh color 28.
Screening O=C1NC(=S)N/C1=C/c1ccc(-c2cccc(Br)c2)o1 returned VHR inh color -15.
`COc1cc(/C=N/NC(=O)c2cccnc2)ccc1OC(=O)c1cccc(Br)c1` gave VHR inh color -10.
`CCOc1ccccc1N/C(=N\S(=O)(=O)c1ccc(C)cc1)Nc1nc(C)cc(C)n1` gave VHR inh color 5.
`CCn1ccnc1C(O)c1ccccc1OC` (stereo unspecified) gave VHR inh color -12.
`CCN(CC)CCn1c(NC(C)=O)nc2ccccc21` gave VHR inh color -10.
For CC(C)OC(=O)COc1ccc2c(-c3ccccc3)cc(=O)oc2c1 the results were VHR inh color -15.
Cc1ccc(C(=O)Nc2ccc(C(N)=O)cc2)cc1[N+](=O)[O-] was read as VHR inh color 1.
`O=C(COc1ccc(Cl)cc1)NNC(=O)c1ccc([N+](=O)[O-])cc1[N+](=O)[O-]` gave VHR inh color 2.
O=C(Cn1nnc(-c2ccccc2)n1)N/N=C/c1c(F)cccc1Cl was read as VHR inh color 0.
Screening CC(=O)ON1C(c2ccccc2)N=C(c2ccccc2)C1(C)C (stereo unspecified) returned VHR inh color -7.
Screening O=[N+]([O-])c1ccccc1OCCOCCN1CCOCC1 returned VHR inh color 1.
Screening O=C(Nc1cccc(Br)c1)C1C2CCC3C(CCC21)C3(Cl)Cl (stereo unspecified) returned VHR inh color -2.
COc1ccccc1/C=C1\SC(N2CCCCCC2)=NC1=O was read as VHR inh color 34.
COc1ccc2nc(N/C(N)=N/S(=O)(=O)c3ccc(C)cc3)nc(C)c2c1 was read as VHR inh color 18.
Screening COc1cccc(OC)c1C(=O)Nc1cc(C)ccn1 returned VHR inh color -15.
Screening COc1ccc(-c2cc(C(F)(F)F)n3nc(C(=O)N4CCCc5ccccc54)cc3n2)cc1 returned VHR inh color 6.
For COc1ccc(N(CC(=O)Nc2cccc3ccccc23)S(C)(=O)=O)cc1Cl the results were VHR inh color -12.
For COc1ccccc1/C=N/NC(=O)CSc1ccccn1 the results were VHR inh color -6.

Structures above containing bromine, in the order listed:
`COc1ccc(N(CC(=O)Nc2ccccc2Br)S(=O)(=O)c2ccc(C)cc2)c(OC)c1` gave VHR inh color -5.
CC(C)=C1C2C=CC1C1C(=O)N(c3ccc(Br)cc3[N+](=O)[O-])C(=O)C21 (stereo unspecified) was read as VHR inh color 8.
For O=c1cnnc(N/N=C/c2ccccc2Br)[nH]1 the results were VHR inh color 4.
`O=C(COc1ccc(Br)cc1)Nc1ccc(Cl)cn1` gave VHR inh color -2.
Screening O=C(N/N=C/c1c(F)cccc1Cl)c1ccc(Br)cc1 returned VHR inh color -9.
Screening O=C1N=c2ccc(Br)cc2=C1c1sc(=S)n(NC(=O)c2ccccc2Cl)c1O returned VHR inh color -10.
CC(C)(C)c1ccc(C(=O)Nc2cccc(Br)c2)cc1 was read as VHR inh color -33.
For Cc1ccc(OCCOc2ccc(Br)cc2C=C2C(=O)NC(=S)NC2=O)cc1 the results were VHR inh color 12.
Screening Cc1ccc(NCCC(=O)c2ccc(Br)cc2)cc1C returned VHR inh color -8.
Screening O=C1NC(=S)N/C1=C/c1ccc(-c2cccc(Br)c2)o1 returned VHR inh color -15.
`COc1cc(/C=N/NC(=O)c2cccnc2)ccc1OC(=O)c1cccc(Br)c1` gave VHR inh color -10.
Screening O=C(Nc1cccc(Br)c1)C1C2CCC3C(CCC21)C3(Cl)Cl (stereo unspecified) returned VHR inh color -2.

This is a subset. The share of hits here may be higher or lower than overall.
